KDM5B inhibitor – KDM5B demethylase inhibition. Q9UGL1. Potency, µM (titrated, usually from 57.7 µM), inactives show at the highest dose activity change, negative = inhibition, hits mostly inhibitors. AID 1347165. 2.6% of 220,000 active. KDM5B demethylase, FDH-coupled NADH fluorescence (FDH is formaldehyde dehydrogenase); active = well fitted inhibition curve with a large enough effect; inconclusive = small, poorly fitted or top-dose-only effect; inactive = no such curve, though single readings can be large or run the other way; note: 0% is about no effect; nearly all actives have a fitted effect of over 70% in size
Target sequence (Q9UGL1 whole entry, looked up): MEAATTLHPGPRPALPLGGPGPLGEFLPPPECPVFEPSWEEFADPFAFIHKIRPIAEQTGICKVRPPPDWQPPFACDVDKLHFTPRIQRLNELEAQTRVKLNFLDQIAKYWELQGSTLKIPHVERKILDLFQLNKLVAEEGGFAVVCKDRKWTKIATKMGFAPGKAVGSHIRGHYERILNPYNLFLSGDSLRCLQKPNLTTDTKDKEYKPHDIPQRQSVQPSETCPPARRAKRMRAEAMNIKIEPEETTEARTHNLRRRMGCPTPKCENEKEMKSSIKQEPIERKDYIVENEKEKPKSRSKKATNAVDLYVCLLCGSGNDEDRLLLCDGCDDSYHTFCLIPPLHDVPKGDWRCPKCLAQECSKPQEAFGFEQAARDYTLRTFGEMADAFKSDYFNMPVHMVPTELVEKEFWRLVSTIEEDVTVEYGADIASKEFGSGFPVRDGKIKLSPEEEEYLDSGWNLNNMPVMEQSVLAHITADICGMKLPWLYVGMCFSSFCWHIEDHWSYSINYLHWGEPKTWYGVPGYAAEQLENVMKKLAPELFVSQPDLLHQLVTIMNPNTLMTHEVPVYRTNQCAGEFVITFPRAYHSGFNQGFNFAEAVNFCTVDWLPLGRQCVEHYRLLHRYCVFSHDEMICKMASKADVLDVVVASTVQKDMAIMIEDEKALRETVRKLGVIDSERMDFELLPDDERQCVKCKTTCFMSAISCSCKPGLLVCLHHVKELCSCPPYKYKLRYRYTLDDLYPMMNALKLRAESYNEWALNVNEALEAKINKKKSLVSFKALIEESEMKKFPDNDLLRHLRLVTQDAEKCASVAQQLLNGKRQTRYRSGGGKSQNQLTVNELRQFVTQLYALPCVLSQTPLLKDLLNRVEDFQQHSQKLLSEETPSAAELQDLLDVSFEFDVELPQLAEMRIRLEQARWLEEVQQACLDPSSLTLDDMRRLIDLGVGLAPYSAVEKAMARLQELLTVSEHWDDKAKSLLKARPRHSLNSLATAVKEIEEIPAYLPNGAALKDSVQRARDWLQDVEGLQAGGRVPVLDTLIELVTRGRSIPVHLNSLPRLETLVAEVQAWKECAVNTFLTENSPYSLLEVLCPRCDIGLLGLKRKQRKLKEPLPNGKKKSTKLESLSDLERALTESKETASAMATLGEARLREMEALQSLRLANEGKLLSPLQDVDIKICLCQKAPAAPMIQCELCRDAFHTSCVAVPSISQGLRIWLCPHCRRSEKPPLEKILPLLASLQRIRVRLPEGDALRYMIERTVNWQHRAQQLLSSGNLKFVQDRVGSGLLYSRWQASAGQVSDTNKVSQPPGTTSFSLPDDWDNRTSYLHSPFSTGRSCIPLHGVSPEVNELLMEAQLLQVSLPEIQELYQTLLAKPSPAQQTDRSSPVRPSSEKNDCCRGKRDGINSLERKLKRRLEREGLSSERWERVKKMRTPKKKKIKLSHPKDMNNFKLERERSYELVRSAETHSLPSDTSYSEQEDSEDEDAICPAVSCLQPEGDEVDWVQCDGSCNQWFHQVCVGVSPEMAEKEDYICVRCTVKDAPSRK
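Here, H3K4me3 peptide (12.5 µM in substrate mix) is demethylated by KDM5BΔAP, 200 nM final, after 10 min compound exposure. Formaldehyde product is coupled through FDH (0.25 U/mL in mix) to NADH fluorescence; 30-min ΔRFU feeds dose-response curves.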
Numbers without * were called inactive; i = inactive; ? = inconclusive; [ ] = remark or other dose. Potency is the fitted concentration of half-maximal effect. An excerpt; count on the stated rates, not on these rows.

SMILES | KDM5B inhibitor
CC(=O)Nc1cccc(NC(=O)CSc2cn(CC(=O)N(C(C)C)C(C)C)c3ccccc23)c1 | -14%
CCCC(=O)Nc1c(C(=O)OCC)[nH]c2ccccc12 | -28%
CCCCCCNC(=O)Cc1csc2nc(C)c(-c3cc(C)n(-c4cccc(C)c4)n3)c(=O)n12 | ?
COc1cccc(C2NC(=S)NC3=C2CCc2ccccc23)c1 (stereo unspecified) | -20%
COCCN1C(=O)[C@H]2CN(Cc3ccc(OC)c(OC)c3Cl)C[C@H]2C1=O | 14%
COc1ccc(/C=C(\NC(=O)c2ccccc2)C(=O)O)cc1 | 17%
O=C(Nc1ccc(-c2nnc3n2CCCC3)cc1)c1cc(C2CC2)[nH]n1 | -15%
Cc1nnc(SCC(=O)N(C)CCOc2ccc(Br)cc2)n1C | 20%
CCOC(=O)c1ccc(-c2ccc(/C=N/NC(=O)Cc3nnc(N)s3)o2)cc1 | ?
O=C(CCC1CCCO1)NC1CCCCC1 (stereo unspecified) | 6%
Cc1cc(F)ccc1Nc1nc2ccccc2n2nnnc12 | ?
CC(C)CNC(=O)CC(c1cccc([N+](=O)[O-])c1)c1c[nH]c2ccccc12 (stereo unspecified) | -13%
CCS(=O)(=O)N1CCC2(CC1)c1[nH]c3ccccc3c1CCN2C | -16%
CCCCc1ccc(NC(=O)CN2C(=O)NC(c3ccc(C)cc3)C3=C2COC3=O)cc1 (stereo unspecified) | 22%
CSc1ncc2c(n1)-c1ccccc1N(Cc1ccccc1C)S2(=O)=O | 1%
Cc1ccc(NC(=O)c2ccco2)c(NC(=O)c2ccccc2)c1 | 23%
C/C(=N\NC(=O)c1cccs1)c1ccc(-c2ccccc2)cc1 | 7%
O=C(Nc1cccc(Cl)c1)c1ccc2ccccc2n1 | -8%
Cc1ccc(NC(=O)c2ccc3c(c2)N(C)C2CCCCCN2C3=O)cc1F (stereo unspecified) | i
CCCCOc1cccc(N)c1 | 8%
Cc1cc(C)n(Cc2c(C(=O)NCC34CCC=C3N(C)C(=O)CC4)noc2C)n1 (stereo unspecified) | -34%
O=C(Nc1ccccc1)c1ccc2c(O)c(S(=O)(=O)c3ccc(Cl)cc3)c(=O)[nH]c2c1 | 0%
COc1ccc2[nH]c(C(=O)NCc3ccc(C)o3)cc2c1 | ?
COc1ccc(C2C(C#N)=C(N)Oc3c2oc(CO)cc3=O)cc1 (stereo unspecified) | 9%
O=C(c1cccc(C(F)(F)F)c1)N1CC(CO)C2(CCNCC2)C1 (stereo unspecified) | 8%

Brought forward from above: three compounds, then new ones.
SMILES | KDM5B inhibitor
COc1ccc2[nH]c(C(=O)NCc3ccc(C)o3)cc2c1 | ?
COc1ccc(C2C(C#N)=C(N)Oc3c2oc(CO)cc3=O)cc1 (stereo unspecified) | 9%
O=C(c1cccc(C(F)(F)F)c1)N1CC(CO)C2(CCNCC2)C1 (stereo unspecified) | 8%
O=C(Nc1ccccc1I)c1cc[n+]([O-])cc1 | -6%
Cc1ccc(C2Cn3nnc(C(=O)N4CCC(C(=O)Nc5ccc(Cl)c(C)c5)CC4)c3CO2)cc1 (stereo unspecified) | 14%
S=c1[nH]c(-c2ccc(Cl)cc2Cl)cs1 | -18%
O=C(CNc1ccc(Br)cc1)c1ccc(Br)s1 | -27%
COc1ccc(C)cc1NC(=O)C1CCCN(S(=O)(=O)c2ccc3c(c2)oc(=O)n3C)C1 (stereo unspecified) | 9%
Cc1ccc(C(=O)C2CCN(Cc3ccc(C#N)cc3)CC2)c(C)c1 | 4%
Cc1cc(C)n2c(SCC(=O)NCc3ccc4c(c3)OCO4)nnc2n1 | ?
Cc1noc(C)c1S(=O)(=O)Nc1cccc(C(F)(F)F)c1 | 24%
COc1ccccc1N1CCN(CC[C@H]2CN(C(=O)Nc3ccc(C(F)(F)F)cc3)CC[C@H]2CC(=O)O)CC1 | -4%
Cc1ccccc1OCc1nc(C2CN(C(=O)c3cc4ccccc4[nH]3)C2)no1 | ?
CC(C)=CC1C(C(=O)N(C)CC(=O)NC(C)C)C1(C)C (stereo unspecified) | -1%
Cc1oc(-c2cccs2)nc1C(=O)NCCCCN1CCOCC1 | ?
CCOC(=O)N1CCN(C(=O)COC(=O)CN(C)S(=O)(=O)c2ccc(NC(C)=O)cc2)CC1 | 20%
CCn1cc(S(=O)(=O)N2CC[C@H](CNC(C)=O)[C@H](N(C)C)C2)cn1 | -20%
O=c1oc2ccccc2cc1-c1csc(Nc2ccccc2)n1 | -14%
CCc1ccc(N2CC(c3noc(-c4ccc5c(c4)OCO5)n3)CC2=O)cc1 (stereo unspecified) | 32µM*
CCn1c(CNC(C)c2ccc(F)c(F)c2)nc2cc(S(=O)(=O)N(C)C)ccc21 (stereo unspecified) | 10%
CN(C)S(=O)(=O)c1ccc(Cl)c(C(=O)Nc2cccc3cccnc23)c1 | -8%
CC(C)C[C@H](CO)NC(=O)C[C@@H]1c2nc(NC(=O)c3c(F)cccc3F)sc2C[C@@H]2[C@](C)(CO)[C@H](O)CC[C@]21C | 12%
COc1ccc(-c2cc(N3CCC(NC(=O)c4ccccc4)CC3)n[nH]2)cc1 | -2%
CCOc1ccc(NC(=O)c2nn(C)c(=O)c3ccccc23)cc1S(=O)(=O)N1CCCC1 | 0%
Cn1ccc(NC(=O)c2ccc3c(c2)NC(C)(CNCc2ccccc2)CO3)n1 (stereo unspecified) | ?
O=C(/C=C/c1ccccc1F)N1CCN(c2ccccn2)CC1 | -9%
COc1ccc(CCC(=O)NC(C)C(=O)N2CCN(c3ccccn3)CC2)cc1 (stereo unspecified) | ?
COc1ccc(OC)c(CNC(=O)C2CCc3sc(C(=O)N4CCCC4)cc3C2)c1 (stereo unspecified) | -5%

Of the compounds above, these contain a COOH group:
SMILES | KDM5B inhibitor
COc1ccc(/C=C(\NC(=O)c2ccccc2)C(=O)O)cc1 | 17%
COc1ccccc1N1CCN(CC[C@H]2CN(C(=O)Nc3ccc(C(F)(F)F)cc3)CC[C@H]2CC(=O)O)CC1 | -4%

Continuation:
SMILES | KDM5B inhibitor
CN(C)C[C@@H]1CN(S(C)(=O)=O)C[C@H]1NC(=O)c1cnn(C)c1 | -14%
Cc1ccccc1C(=O)N1C[C@@H](CO)[C@H](c2ccncc2)C1 | 0%
O=C(NC[C@H]1O[C@H](Cc2cc(-c3ccccc3)on2)CC[C@@H]1O)c1ccncc1 | -5%[86.2 µM]
COc1ccc2occ(CC(=O)Nc3ccc(S(=O)(=O)Nc4nc(C)cc(C)n4)cc3)c2c1 | -8%
CCc1noc(-c2cccn3c(CNC(=O)CCc4ccc(OC)cc4)nnc23)n1 | -21%
C/C(=N\NC(=O)c1cc(O)ccc1O)c1cccc(NC(=O)c2cccc(Cl)c2)c1 | ?
O=C(Nc1ccc2c(c1)OCO2)c1cc2c(s1)-c1ccccc1OC2 | ?
Cc1cccc(Cc2c(C)nc3nc(SCC(=O)NCc4ccccc4)nn3c2C)c1 | -15%
CN1CC(=O)N(C2CCCC2)Cc2c(NC3CC3)ncnc21 | ?
Cc1nn(C)c(C)c1CCC(=O)NCCc1ncc(C)n1C1CC1 | 15%
C=C(C)COc1cccc(N)c1 | ?
O=C(O)c1cc(NC(=O)c2ccc(Cl)s2)cc(C(=O)O)c1 | 0%
COc1ccc(/C=C2\N=C(SC)SC2=O)c(OC)c1 | 12%
Cc1cccc(N2CCN(C(c3ccccc3)c3nnc(-c4ccccc4F)o3)CC2)c1C (stereo unspecified) | 11%
Cc1[nH]c2ccccc2c1C1c2ccccc2C(=O)N1CCC(=O)N1CCN(C)CC1 (stereo unspecified) | 4%
COc1ccc(-c2noc([C@@H]3C[C@H](NS(=O)(=O)c4cccs4)CN3C)n2)cc1 | -26%[86.2 µM]
CN1CC[C@H]2COC(=O)N2c2cc(F)ccc2C1 | -15%[115 µM]
Nc1nc(N)nc(-c2ccncc2)n1 | 6%
Cc1cccc(CNC(=O)C(=O)Nc2ccccc2C)c1 | -4%
CCc1c(C)cc(C(=O)N[C@@H]2[C@@H](Cc3ccccc3)[C@H]3OCC[C@@H]23)c(=O)n1C | 28µM*
O=C(OCc1ccc(F)cc1F)c1cccc([N+](=O)[O-])c1 | -23%
COC(=O)c1cccc(NC(=O)NCCn2c(-c3ccc(F)cc3)nc3ccccc32)c1 | -17%
CC(=O)N1CCN(c2c([N+](=O)[O-])cnc3ccc(Br)cc23)CC1 | 6%
CCc1ccc(Cn2nnc(C(=O)Nc3ccc(C)cc3)c2N)cc1 | -12%
COc1ccccc1CNC(=O)CCc1c(C)nc2c(c(C)nn2-c2ccc(C)c(C)c2)c1C | -61%
SMILES | KDM5B inhibitor
O=C(O)COCC(=O)N1CCOCC1 | 8%
CN(Cc1cnn(C)c1)C(=O)C1CC(=O)N(c2ccc3c(c2)CCC3)C1 (stereo unspecified) | 2%
Cc1cc(CNC(=O)Cc2nonc2C)c2[nH]c(-c3ccccc3)c(C)c2c1 | ?
CCCNc1ccc(-c2nc(-c3ccco3)no2)cc1[N+](=O)[O-] | 7%
O=C(Nc1ccccc1)C(=O)N1CCN(C(=O)c2cc3ccccc3[nH]2)CC1 | 6%
Cc1cc(CC(=O)N2C[C@@H](COCC3CC3)[C@H](c3ccncc3)C2)on1 | 6%
CCC(c1cn2cccnc2n1)n1ccnc1-c1cc2n(n1)CCCNC2 (stereo unspecified) | ?
N#Cc1ccccc1NS(=O)(=O)c1ccc(N2CCCCS2(=O)=O)cc1 | -18%
COc1cccc(C(=O)N2C(C(=O)NC3CC3)COC23CCN(C(=O)c2ccc(Cl)cc2)CC3)c1 (stereo unspecified) | -22%
COc1ccc(OC)c(NC(=O)Cn2ccn(-c3ccc(F)cc3)c(=O)c2=O)c1 | 0%
CCOc1cc(C#N)ccc1OCC(=O)c1ccc2c(c1)CCCC2 | 3%
Cc1nc(NC(=O)c2ccccc2)sc1-c1csc(Nc2cccc(Br)c2)n1 | ?
Cc1noc(C)c1C(=O)N1CCCn2ccnc2C1C(C)C (stereo unspecified) | 31%
FC1(F)C[C@@H](c2nc(C3CC3)no2)N(Cc2ccco2)C1 | -5%
O=C(c1ccc(F)cc1)N1CCCN(c2cc(-c3ccc(F)cc3)[nH]n2)CC1 | -3%
CCN(C1CCOCC1)C1CN(C(C)=O)C1 | -16%
Cc1cc(C)cc(Nc2cc(C(=O)NCCCN(C)C3CCCCC3)c3ccccc3n2)c1 | 6%
CCn1cc(CN2CCC3(CC2)CC(O)CCO3)c2cc(OC)ccc21 (stereo unspecified) | -17%
Cc1ccc(Cn2ccn(Cc3cccc(C(F)(F)F)c3)c(=O)c2=O)cc1 | -16%
O=C(Nc1ccc(OC(F)(F)F)cc1)c1cc(-c2ccc(Cl)cc2)on1 | -1%
CCCNC(=O)NCC1c2cc(OC)c(OC)cc2CCN1C(=O)NC(C)C (stereo unspecified) | 22µM*
COCCN1Cc2[nH]nc(-c3cccc(C(F)(F)F)c3)c2CC1=O | -16%[86.2 µM]
O=C(Cc1ccc(Br)cc1)N1CCCN(C(=O)C2CC2)c2ccccc21 | 1%
O=C(NCCC1=CCCCC1)C1CC(=O)N(c2n[nH]c3ccccc23)C1 (stereo unspecified) | 25µM*
Cc1cc(C)c(-n2ccc(C=O)c2)c(C)c1 | -4%
SMILES | KDM5B inhibitor
CNC(=O)c1noc([C@@H]2CC(F)(F)CN2C(=O)C(C)C)n1 | -13%
CN(CC1CCOCC1)S(=O)(=O)c1ccc(Cl)s1 | 9%
CCc1ccc(OCCNC(=S)NC23CC4CC(CC(C4)C2)C3)cc1 | -11%
O=C(Nc1ccc2ccccc2c1)C1CCCCC1 | -17%
COc1cc(C2CC(=O)Nc3c(-c4cccc(F)c4)nsc32)c(OC)c2c1OCO2 (stereo unspecified) | 7%
Cc1ccc(NC(=O)COCc2cc(-c3cccs3)on2)cc1Cl | ?
COCc1cc(CC2(NCCC(C)C)COC2)no1 | 0%[115 µM]
C=CCOC(=O)C1=C(C)NC(C)=C(C(=O)OCC=C)C1c1ccco1 | -36%
Cc1ccccc1-c1cnc2[nH]cc(CC(=O)Nc3ccn(C)n3)c2c1 | 32µM*
CCN(CCO)C(=O)CC1C(=O)NCCN1Cc1cccnc1 (stereo unspecified) | ?
CC(C)Oc1ccc2c(=O)c(Oc3ccccc3)coc2c1 | 0%
Cc1nn(C)c(C)c1NC(=O)c1ccccc1NC(=O)Nc1ccccc1 | -38%
CCOC(=O)CSCc1cccc(Cl)c1 | -6%
Cc1ccc(CNS(=O)(=O)c2cn(C)c(=O)n(C)c2=O)cc1 | 18%

Grouped by structure, the entries above with a CF3 group
SMILES | KDM5B inhibitor
O=C(c1cccc(C(F)(F)F)c1)N1CC(CO)C2(CCNCC2)C1 (stereo unspecified) | 8%
Cc1noc(C)c1S(=O)(=O)Nc1cccc(C(F)(F)F)c1 | 24%
COc1ccccc1N1CCN(CC[C@H]2CN(C(=O)Nc3ccc(C(F)(F)F)cc3)CC[C@H]2CC(=O)O)CC1 | -4%
Cc1ccc(Cn2ccn(Cc3cccc(C(F)(F)F)c3)c(=O)c2=O)cc1 | -16%
O=C(Nc1ccc(OC(F)(F)F)cc1)c1cc(-c2ccc(Cl)cc2)on1 | -1%
COCCN1Cc2[nH]nc(-c3cccc(C(F)(F)F)c3)c2CC1=O | -16%[86.2 µM]

Screens (PubChem)
